Source: PubChem
CXCR6 inh: inhibitors of human CXCR6 receptor | O00574 | CHO-K1 PathHunter CXCR6 beta-arrestin, luminescence | inhibition, % at 20 µM | actives 0.36% (n = 360,000); in the data active = inhibition above about 34%, passing the limit was not always enough;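 also: antagonist mode with CXCL16 agonist at 10 nM final; 0% = 10 nM CXCL16 with DMSO and 100% = unstimulated wells without agonist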
Target sequence (O00574 whole entry, looked up): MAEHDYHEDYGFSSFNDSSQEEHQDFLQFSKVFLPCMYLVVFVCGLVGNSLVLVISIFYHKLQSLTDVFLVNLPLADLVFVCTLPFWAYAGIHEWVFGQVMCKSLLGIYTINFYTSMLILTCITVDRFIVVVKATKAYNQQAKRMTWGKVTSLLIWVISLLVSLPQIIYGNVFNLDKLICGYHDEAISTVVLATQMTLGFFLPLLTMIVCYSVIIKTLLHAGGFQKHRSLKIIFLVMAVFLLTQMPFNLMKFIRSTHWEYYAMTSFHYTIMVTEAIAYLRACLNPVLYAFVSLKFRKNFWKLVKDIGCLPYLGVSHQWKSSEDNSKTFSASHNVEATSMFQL
UPR XBP1 act: activators of adaptive arm of unfolded protein response (XBP1). CHO-XBP1 luciferase reporter, IRE1-XBP1 UPR activation, luminescence; percent of tunicamycin response, DMSO as zero. activation, % at 20 µM. actives 0.33% (n = 330,000). AID 463104;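 active = versus positive control, 20 µM dose yields 30% or more activation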;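 also: 100% = tunicamycin at 10 µg/mL and 0% = DMSO only wells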
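Assay system: IRE1-XBP1 luciferase reporter CHO line. Input: 1000 cells/well. Buffer or medium: F12 with 10% serum. Doses: 20 µM, 1% DMSO. Times: overnight seeding at 37 °C, 6 h compound treatment at 37 °C. Technique: Steady-Glo luciferase glow luminescence, 10 min after reagent addition.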
EBI2 antag: blocks human EBI2 receptor beta-arrestin signaling | AID 651636 | inhibition, % at 5 µM | EBI2 beta-arrestin recruitment, luminescence, 7a,25-OHC stimulated | actives 0.81% (n = 360,000); in the data active = inhibition above about 38%;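 also: enzyme fragment complementation signal reports receptor beta-arrestin coupling in cells; 0% = agonist plus DMSO wells and 100% = wells without agonist; some results beyond the cut were filed as inactive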
Target sequence (P32249 whole entry, looked up, the tested form may be a part): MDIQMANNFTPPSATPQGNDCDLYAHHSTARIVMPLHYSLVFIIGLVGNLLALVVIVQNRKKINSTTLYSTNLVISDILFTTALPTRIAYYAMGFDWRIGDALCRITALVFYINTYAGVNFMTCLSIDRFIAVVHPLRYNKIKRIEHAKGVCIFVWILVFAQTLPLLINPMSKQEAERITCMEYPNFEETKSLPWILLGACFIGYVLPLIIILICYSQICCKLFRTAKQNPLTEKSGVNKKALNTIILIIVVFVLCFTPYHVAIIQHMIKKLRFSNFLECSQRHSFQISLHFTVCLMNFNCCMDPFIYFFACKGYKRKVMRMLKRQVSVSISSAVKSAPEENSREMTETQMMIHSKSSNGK
Jurkat NFkB inh: inhibitors of the PMA/ionomycin-induced NF-kB reporter in Jurkat cells. PMA/ionomycin-induced NF-kB luciferase reporter, luminescence. inhibition, % at 4 µM. actives 0.53% (n = 330,000). AID 435003; in the data active = inhibition above about 50%
CHOP UPR activ: apoptotic UPR (CHOP) activation | CHO-CHOP luciferase reporter, luminescence; percent of tunicamycin response over DMSO baseline | activation, % at 10 µM | actives 0.34% (n = 330,000);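 active = at 10 µM dose, activation of 40% or more, normalized to positive control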;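 also: 100% = tunicamycin at 10 µg/mL and 0% = DMSO alone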
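System: CHO-CHOP luciferase reporter cell line; amount: 500 cells/well; buffer or medium: F12 medium containing 10% fetal bovine serum; incubation: 6 h compound exposure at 37 °C after overnight seeding; measured by: luciferase luminescence after 10 min with Steady-Glo reagent; evaluation: % reporter activation, DMSO baseline versus tunicamycin full activation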
Mdm2 MdmX PPI: disrupts the human Mdm2-MdmX interaction. SaOS-2 split-luciferase Mdm2/MdmX complementation, luminescence. O15151+Q00987. actives 3% (n = 330,000). inhibition, % at 8 µM;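 active = inhibition of at least 50% at 8 µM in the primary screen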
Gli-Sufu block: antagonists of Gli-Sufu signaling. Sufu-KO-LIGHT fibroblasts, Gli luciferase reporter luminescence. inhibition, % at 5 µM. actives 0.74% (n = 340,000);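 active = inhibition above about 55%, limit read from the data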;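 also: 0% = DMSO-treated cells and 100% = wells with medium but no cells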
CCR6 antag: antagonists of human CCR6 receptor; P51684; CHO-K1 CCR6 PathHunter beta-arrestin, luminescence, CCL20-stimulated; inhibition, % at 20 µM; actives 0.49% (n = 340,000);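 active = compounds whose inhibition of the agonist-driven luminescence signal at 20 µM reaches about 50%, limit read from the data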;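 also: cells stimulated with CCL20 at 14 nM final; plate controls were DMSO with CCL20 for no effect and DMSO without agonist for full effect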
697 NFkB inh: inhibitors of the PMA/ionomycin-induced NF-kB reporter in 697 B cells. 697 B-cell NF-kB luciferase reporter, 16 h. AID 435022. actives 0.33% (n = 330,000). inhibition, % at 4 µM; in the data active = inhibition above about 35%
The depositor's hits bear a star; nt = no result given.

Fields – CXCR6 inh	UPR XBP1 act	EBI2 antag	Jurkat NFkB inh	CHOP UPR activ	Mdm2 MdmX PPI	Gli-Sufu block	CCR6 antag	697 NFkB inh
> CC(C)(C)C(=O)CC(=O)Nc1ccc(Cl)c(N)c1
    -4	2	-9	-10	1.2	9	-32	1	-5
> O=C(NCCc1c[nH]c2ccccc12)c1cccc(S(=O)(=O)Nc2ccccc2Cl)c1
    -3	-1	7	-1	-1.2	20	2	-18	-22
> CCn1c(SCC(=O)Nc2ccccc2)nc2nc3c(cc2c1=O)COC(C)(C)C3
    nt	-3	nt	10	-1.0	44	6	-14	14
> COc1ccc(NC(=S)Nc2ccc(N(C)C(C)=O)cc2)cc1
    4	1	32	-6	-0.1	9	-11	-2	13
> CCn1cc(C(=O)NCCCN2CCCC(C)C2)c(=O)c2cc(S(=O)(=O)N3CCOCC3)ccc21 (configuration not stated)
    3	-3	-5	-11	-0.9	12	39	17	-8
> O=C(NC1CCCCC1)C(c1ccc(O)cc1)N(CC1CCCO1)C(=O)C1COc2ccccc2O1 (configuration not stated)
    3	-2	12	6	0.3	-9	13	4	4
> O=C(CCN1C(=O)c2ccccc2C1=O)Nc1ccccc1C(=O)N1CCOCC1
    6	0	0	-6	-2.5	13	0	-20	2
> C=CCc1c(C)nc2c(C)cccc2c1SC(=N)N
    -3	-2	9	-10	0.4	35	12	2	-7
> CC1(NC(=O)Cc2csc(-c3ccc(Cl)cc3)n2)CCS(=O)(=O)C1 (configuration not stated)
    -10	-4	-7	8	-0.3	8	-4	4	17
> CCN(CC)CCNC(=O)C(C)c1nn(C)c(=O)c2ccccc12 (configuration not stated)
    -6	-4	8	3	1.5	8	2	4	-7
> CC(=O)COc1ccc(-c2csnn2)cc1
    -6	1	6	-16	0.8	-1	-11	2	-17
> COc1ccc(COc2cc(-c3cccc(OC)c3)nc3ccc(NC(=O)c4ccccc4)cc23)cc1
    -6	1	2	4	0.7	21	-3	12	40*
> O=C(O)Cn1cnc2ccccc2c1=O
    2	-4	-7	-2	-1.3	6	5	-5	14
> O=C(NCCCN1CCCCC1)c1ccc2c(c1)NC(=O)C(N1CCCCC1)S2 (configuration not stated)
    5	-2	0	-8	-5.4	11	-4	5	16
> Cn1c(=O)[nH]c(=O)c2c1nc(NC1CCCC1)n2Cc1ccccc1
    12	0	12	-10	1.7	16	11	16	13
> CCOC(=O)N1CCN(C2CC(=O)N(c3ccc(C)cc3)C2=O)CC1 (configuration not stated)
    0	-6	1	3	-0.4	2	-1	-10	0
> CCOc1ccc(NC(=O)C2CC(=O)N(CCc3ccccc3)C2)cc1OC (configuration not stated)
    -1	-3	12	-8	1.7	-3	-13	5	4
> CCCNC(=O)c1onc(CSc2ccncc2)c1C(=O)NCCC
    -10	0	-9	-2	0.4	5	-2	0	5
> COc1ccc(S(=O)(=O)N2CCN(C(=O)COc3ccccc3)CC2)cc1
    -14	0	36	11	-1.0	5	2	29	-3
> Cc1ccc(S(=O)(=O)N2CCCCC2)cc1NC(=O)CSc1nncn1-c1ccccc1
    8	-1	5	-9	-1.1	2	-1	24	12
> Cc1cc2c(=O)[nH]cnc2s1
    5	-7	-4	-16	-0.6	17	1	2	10
> CCN(CC)CCn1c2c(c(SCC(=O)Nc3ccc(C(C)C)cc3)nc1=O)CCCC2
    7	1	38	6	0.5	42	17	24	-46
> CCCn1c(N)c(C(=O)CSc2nc(C)cs2)c(=O)[nH]c1=O
    -3	0	-7	6	-1.9	18	4	0	3
> COc1ccc(CC(NC(C)=O)C(=O)N2CCN(C(=O)Nc3ccc(Cl)cc3)CC2)cc1OC (configuration not stated)
    -2	0	-10	5	3.4	1	-14	-4	24
> O=C1c2ccccc2S(=O)(=O)N1CC(O)Cn1c2ccccc2c2ccccc21 (configuration not stated)
    -10	-2	2	0	0.3	-4	-8	-3	9
> COc1cccc(-c2noc(C3CCCN(C(=O)Cc4ccccc4)C3)n2)c1 (configuration not stated)
    11	3	3	-22	2.1	-35	-10	-2	7
> O=C(Nc1cccc(Cl)c1)OCc1ccccn1
    -5	1	0	-38	3.8	-11	-55	6	-45
> COc1ccc(C(CNC(=O)C(=O)Nc2ccc3c(c2)OCO3)N2CCN(C)CC2)cc1 (configuration not stated)
    -4	1	-14	7	1.3	8	24	0	15
> Cc1ccccc1NC(=O)c1ccc(S(=O)(=O)C(F)F)cc1
    8	-1	13	-5	1.6	8	-6	5	12
> COC(=O)[C@@H](Cc1ccccc1)NC(=O)CC[C@H]1O[C@@H](n2cc(C)c(=O)[nH]c2=O)C[C@@H]1O
    0	nt	-10	nt	nt	nt	-3	8	nt
> COc1ccc(-c2noc(-c3ccc(Cl)cc3[N+](=O)[O-])n2)cc1OC
    -2	2	7	-53	7.3	-62	-5	8	-47
> Clc1ccc(OCCN2CCCCC2)cc1Cl
    1	-2	-2	4	-0.2	-10	3	5	9
> Cc1ccc(NC(=O)c2cc(S(=O)(=O)N3CCOCC3)ccc2Cl)cc1S(=O)(=O)N1CCOCC1
    -4	nt	-2	nt	nt	nt	3	-5	nt
> CCS(=O)CC(=O)Nc1c(-c2ccccc2)oc2ccccc2c1=O (configuration not stated)
    7	1	-1	-14	-1.7	12	4	5	-15
> FC(F)(F)c1cccc(CN2CCSCC2)c1
    9	-5	-3	9	0.9	11	0	0	1
> CCOC(=O)c1sc(=S)n(-c2ccccc2)c1SC
    8	2	0	-1	-1.2	-2	-1	6	6
> CCc1nc2ccc(C)cc2c(C(=O)Oc2cccc3cccnc23)c1C
    -3	4	17	-9	-0.1	13	5	-6	14
> CCC(C)NC(=O)c1ccccc1-c1nc2ccccc2[nH]1 (configuration not stated)
    -2	-2	-9	8	-2.8	23	-2	10	15
> Nc1sccc1C(=O)c1ccccc1
    nt	1	nt	6	-5.3	7	21	13	-2
> O=C1c2cccc(OCC(=O)N3N=C(c4cccs4)CC3c3ccc(F)cc3)c2CCN1Cc1ccccc1 (configuration not stated)
    13	3	10	-3	2.1	24	22	18	-19
> CN(CCC#N)S(=O)(=O)c1ccc2[nH]cc(C(=O)NCCc3ccccc3)c(=O)c2c1
    -6	-3	1	9	-1.7	22	2	0	17
> CCN(CC(=O)NCc1cccs1)C(=O)COc1ccccc1C#N
    5	0	-7	9	0.8	12	-4	4	23
> CN(C)CCOC(=O)C12CC3(C)CC(C)(CC(C)(C3)C1)C2
    2	-2	-1	-21	0.1	12	nt	-2	-14
> CC(C)NC(=O)c1ccc(C2SCC(=O)N2Cc2ccccc2)cc1 (configuration not stated)
    -7	-4	4	7	1.9	22	-1	2	4
> O=C(c1cccc2ccccc12)C1CCCN(C(=O)C2CCOCC2)C1 (configuration not stated)
    1	2	-15	-2	1.1	8	2	6	14
> C[C@H]1CC[C@H]2C(=O)N3[C@H](c4ccccc4Br)[C@@H](C)CC[C@H]3C(=O)N2[C@@H]1c1ccccc1Br
    nt	16	nt	11	4.0	79*	nt	nt	-1
> O=C(CCC1CCCN(C(=O)c2cncs2)C1)NCc1ccc(F)c(F)c1 (configuration not stated)
    8	-2	9	-21	0.3	-4	-1	2	1
> COCCCNC(=O)C1CCC(CNS(=O)(=O)c2ccc(C)cc2)CC1 (configuration not stated)
    nt	0	nt	2	-0.2	-30	nt	nt	21
> CC(=O)N1CCc2cc(S(=O)(=O)CCC(=O)NCc3ccc(F)cc3)ccc21
    -11	-6	-4	-12	0.9	20	-3	2	-3
> O=[N+]([O-])c1cccc(/C=N/Nc2cc(N3CCOCC3)ncn2)c1
    -12	-8	8	35	0.5	59*	-16	-3	-106
> CC(=O)c1coc2c1cc(O)c1ccccc12
    -8	4	-3	-10	1.1	11	12	-10	-10
> CCOC(=O)c1c(NC(=O)c2ccco2)sc(C(=O)N2CCCC2)c1C
    0	3	-4	4	-1.1	16	4	9	-12
> O=C(Nc1cc2c(cc1Br)OCCCO2)c1ccccc1
    0	1	7	-95	6.5	-97	-72	7	-58
> Cc1ccc(-c2c(C#N)c(N)n(-c3ccc(C)cc3)c(=O)c2C#N)cc1
    0	1	-7	22	-1.1	8	1	-15	11
> O=[N+]([O-])c1ccc(/C=C/c2nc3ccc([N+](=O)[O-])cc3[nH]2)cc1
    6	nt	19	nt	nt	nt	16	14	nt
> C=CCOc1ccc(C2N3CC4(CC)CN2CC(CC)(C3)C4=O)cc1 (configuration not stated)
    1	2	6	-8	-0.8	6	3	7	10
> C=CCN1C(=NC(=O)CCCC(=O)O)SC2CS(=O)(=O)CC21 (configuration not stated)
    -3	-1	4	-10	0.7	3	-3	3	5
> CC(C)CNC(=S)NNC(=O)c1ccc(OC(F)F)cc1
    11	-2	10	-4	0.6	14	-4	8	0
> Cc1cc(N2CCN(c3ccccc3)CC2)nc2ccccc12
    0	-4	14	-2	2.3	10	7	11	-7
> NC(=O)CC(NC(=O)c1cccc(Br)c1)c1ccc(N2CCN(c3ccccn3)CC2)c([N+](=O)[O-])c1 (configuration not stated)
    4	-2	-10	14	-0.1	9	30	9	17

Remaining list, next part
Fields – CXCR6 inh	UPR XBP1 act	EBI2 antag	Jurkat NFkB inh	CHOP UPR activ	Mdm2 MdmX PPI	Gli-Sufu block	CCR6 antag	697 NFkB inh
> CC(C)Cn1c(SCC(=O)Nc2ccc3[nH]c(=O)[nH]c3c2)nc2ccccc2c1=O
    -1	1	-6	10	-0.1	11	3	5	-5
> O=S(=O)(NCc1cccnc1)c1ccc(Br)s1
    9	-2	3	6	-0.9	1	0	12	0
> COc1ccc(C2CC(c3ccccc3)=NN2S(=O)(=O)c2ccccc2)c(OC)c1 (configuration not stated)
    6	1	-20	-7	-0.1	-33	15	18	-2
> COc1cccc(-c2nnc(SCC(=O)N(C(C)C)C(C)C)o2)c1
    0	0	10	-13	2.2	-11	-14	5	-22
> O=C(/C=C/c1cccs1)c1cc(Cl)ccc1O
    -2	6	8	7	-0.4	3	-9	13	11
> Cn1c(=O)[nH]c(=O)c2c1nc(OC(=O)c1ccccc1)n2CC(O)COc1ccc(F)cc1 (configuration not stated)
    -2	nt	1	nt	nt	nt	-1	1	nt
> O=C(NC1CCCC1)C(c1ccncc1)N(C(=O)c1csnn1)c1ccc(F)c(Cl)c1 (configuration not stated)
    3	-2	3	-8	3.4	-25	-7	13	6
> Cn1c(CCCOc2ccc(Cl)cc2Cl)nnc1SCC(=O)Nc1cccc(F)c1
    -8	0	1	-22	2.0	6	2	-5	-1

Rows were taken by chance, and some 5% of all compounds hit somewhere here.
